# VP16 counter: inhibits Gal4-VP16 luciferase reporter, ROR gamma counter-screen; Drosophila S2 Gal4-VP16 UAS-luciferase, luminescence, 20 h; Potency, µM (titrated, usually from 53.6 µM), for inactives: at the top dose activity, negative = inhibition, actives largely listed as inhibitors; 3.5% of 310,000 active;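 further: Gal4-VP16 expression switched on by copper sulfate through the metallothionein promoter; potency means the concentration at half of the fitted maximal effect; on the % scale 0 is the no-effect control and ±100 the full control effect; nearly all actives have a fitted effect of over 50% in size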
# RORgamma inh: blocks mouse ROR gamma transcriptional activity | 5.4% of 310,000 active | AID 2551 | P51450 | Potency, µM (highest dose often 53.6 µM), for inactives: at the highest dose activity change, negative = inhibition, actives largely listed as inhibitors | Drosophila S2 Gal4-RORgamma UAS-luciferase reporter, 20 h; further: potency means the concentration at half of the fitted maximal effect; on the % scale 0 is the no-effect control and ±100 the full control effect; nearly all actives have a fitted effect of over 60% in size
# Target sequence (P51450 whole entry, looked up, the tested form may be a part): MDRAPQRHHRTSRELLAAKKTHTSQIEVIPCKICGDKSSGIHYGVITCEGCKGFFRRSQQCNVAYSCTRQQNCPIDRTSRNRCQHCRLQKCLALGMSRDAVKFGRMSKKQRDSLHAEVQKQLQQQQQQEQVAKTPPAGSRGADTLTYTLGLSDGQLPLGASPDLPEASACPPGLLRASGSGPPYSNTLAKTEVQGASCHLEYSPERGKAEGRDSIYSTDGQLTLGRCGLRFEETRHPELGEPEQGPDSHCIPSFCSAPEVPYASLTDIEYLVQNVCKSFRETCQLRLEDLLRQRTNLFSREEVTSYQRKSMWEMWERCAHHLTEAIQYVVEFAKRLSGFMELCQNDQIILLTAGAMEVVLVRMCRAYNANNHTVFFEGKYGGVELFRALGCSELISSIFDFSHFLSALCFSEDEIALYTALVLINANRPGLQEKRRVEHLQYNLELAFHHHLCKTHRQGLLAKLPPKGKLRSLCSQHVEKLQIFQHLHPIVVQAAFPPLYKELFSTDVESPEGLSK
#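 Drosophila Schneider cells stably carrying a metallothionein-driven Gal4 DBD–ROR gamma fusion and a UAS-Photinus luciferase reporter were exposed to compound for 1 hr, then induced with copper sulfate (700 uM final) for 20 hr at ambient temperature before luminescence reading.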
# MBNL1 CUG block: MBNL1-poly(CUG) RNA binding inhibition; Q9NR56; TR-FRET MBNL1-His/biotin-(CUG)12 binding, 665/545 ratio; Potency, µM (highest dose often 57.5 µM), without a hit: at the highest dose activity change, negative = inhibition, most hits filed as inhibitors; 0.036% of 280,000 active; AID 2675; active means well fitted inhibition curve with a large enough effect in the signal ratio, with a control signal flat, not every such curve was filed as active; inconclusive means small, poorly fitted or top-dose-only effect, or effect the other way, or a change in a side signal; inactive means no such curve, though single readings can be large or run the other way; the % refers to the signal ratio; further: potency means the concentration at half of the fitted maximal effect; on the % scale 0 is the no-effect control and ±100 the full control effect
#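 TR-FRET readout: Ex 340 nm, 665/545 nm emission ratio, normalized to buffer-only (basal) and MBNL1-(CUG)12 controls. Complex of MBNL1-His with Biotin-(CUG)12, compounds 92 nM–58 uM, incubated 60 min at room temperature.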
# Menin-MLL TR inh: displaces Texas Red mutant MLL peptide from human menin | O00255 | Menin + Texas Red MLL mutant peptide, fluorescence polarization | Potency, µM (series often up to 61.6 µM), for inactives: at the highest dose FP activity change, negative = inhibition, hits mostly inhibitors | 0.23% of 270,000 active | AID 1768; active means well fitted inhibition curve with a large enough effect in the polarisation, with a control signal flat, not every such curve was filed as active; inconclusive means small, poorly fitted or top-dose-only effect, or effect the other way, or a change in a side signal; inactive means no such curve, though single readings can be large or run the other way; the % refers to the polarisation; further: potency means the concentration at half of the fitted maximal effect; % of control where 0% means no effect; many of its hits are not listed in these tables
# KCNH2 3.1 inh: KCNH2 3.1 (human) potassium channel inhibition; U2OS KCNH2 3.1, thallium flux FluxOr; active compounds read low; activity change, % (tested at about 1.8 µM); 0.95% of 340,000 active; AID 720553;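 active means maximum activity change below -70%; inconclusive means maximum activity change from -70% to -50%; inactive means maximum activity change above -50%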;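 further: thallium influx rate constant from kinetic fluorescence after stimulation buffer; on the % scale 0 is the no-effect control and ±100 the full control effect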
#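 Virally transduced U2OS (3.1 isoform, 4 h infection in dark at RT) → overnight 37 C → FluxOr + Red40 in HBSS/HEPES, 45 min → stimulation buffer, 2 min kinetic read → rate constant vs DMSO controls.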
# Rab9 promoter act: Rab9 promoter activation. Huh7 Rab9 promoter-luciferase reporter, luminescence, 24 h. Potency, µM (series often up to 9.22 µM), inactives show at the highest dose activation, negative = inhibition, usual class: activators. 2.8% of 320,000 active; further: potency means the concentration at half of the fitted maximal effect; % of control where 0% means no effect; nearly all actives have a fitted effect of over 60% in size
#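 Huh7 cells stably carrying a Rab9 promoter-luciferase reporter, 1500 cells per well in OP-MEM I with 10% FBS, treated with compound 24 hours at 37C. Luciferase activity read by luminescence after 10 minutes with Amplite reagent.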
# NPC1 promoter act: activators of NPC1 promoter | Potency, µM (highest dose often 9.22 µM), for inactives: at the top dose activation, most hits filed as activators | 2.4% of 320,000 active | Huh7 NPC1 promoter luciferase reporter, 24 h;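 further: potency means the concentration at half of the fitted maximal effect; % of control where 0% means no effect; nearly all actives have a fitted effect of over 60% in size; reporter is driven by a mutant NPC1 promoter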
#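 Quantitative HTS used a cell-based reporter: Huh7 cells stably bearing the NPC1 promoter upstream of luciferase were treated with compounds for 24 h, and promoter activation was read as luminescence.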
# PKM2 activator: PKM2 (human) enzyme activation; AID 1631; 0.34% of 260,000 active; purified PKM2, Kinase-Glo ATP luminescence, activation; response scale: 0% is enzyme alone, no compound; Potency, µM (top dose mostly 57.5 µM), without a hit: top-dose activation, usual class: activators; P14618; further: potency means the concentration at half of the fitted maximal effect; on the % scale 0 is the no-effect control and ±100 the full control effect; nearly all actives have a fitted effect of over 55% in size
# Target sequence (P14618 whole entry, looked up): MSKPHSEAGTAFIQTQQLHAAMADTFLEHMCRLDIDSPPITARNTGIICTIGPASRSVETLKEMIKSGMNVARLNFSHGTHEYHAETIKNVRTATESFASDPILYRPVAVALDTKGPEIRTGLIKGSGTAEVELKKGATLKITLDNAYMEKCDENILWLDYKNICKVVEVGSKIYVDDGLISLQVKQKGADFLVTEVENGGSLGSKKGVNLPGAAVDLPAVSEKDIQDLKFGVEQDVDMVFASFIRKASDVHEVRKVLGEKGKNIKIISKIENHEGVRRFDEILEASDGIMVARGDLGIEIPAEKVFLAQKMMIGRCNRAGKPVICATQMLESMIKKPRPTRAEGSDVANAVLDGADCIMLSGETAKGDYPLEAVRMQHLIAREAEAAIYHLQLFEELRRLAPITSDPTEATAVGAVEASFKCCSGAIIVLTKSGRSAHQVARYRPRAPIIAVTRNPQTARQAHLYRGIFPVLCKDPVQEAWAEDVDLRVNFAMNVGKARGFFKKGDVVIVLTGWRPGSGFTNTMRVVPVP
#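 Purified hPK-M2 (>95% pure) converted ADP (0.1 mM final) to ATP with 0.5 mM PEP in 50 mM imidazole pH7.2, KCl, MgCl2, Tween 20, BSA; 1 h at room temperature. ATP detected by Kinase-Glo luminescence.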
# FLuc modulator: counter-screen for miR-21 project: firefly luciferase inhibitors or activators. purified FLuc, Km substrates, luminescence inhibition. Potency, µM (top dose mostly 57.5 µM), inactives show at the top dose activity change, negative = inhibition, actives largely listed as inhibitors. 6.9% of 360,000 active;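 further: potency means the concentration at half of the fitted maximal effect; plate controls were vehicle for no effect and reference inhibitor for full effect; nearly all actives have a fitted effect of over 55% in size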
#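 Biochemical qHTS of compounds, final roughly 60 µM downward over six points, against 10 nM purified firefly luciferase using Km concentrations of substrates (10 uM D-luciferin, 10 uM ATP) in Tris acetate pH 7.5 buffer; luminescence output.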
# Mito fusion yeast: blocks mitochondrial division or promotes mitochondrial fusion; Potency, µM (doses to about 46.1 µM), inactives show at the top dose growth rescue (activation), actives largely listed as activators; 0.23% of 320,000 active; AID 485298; S. cerevisiae fusion-defective mutant growth rescue, CellTiterGlo 48 h;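 further: potency means the concentration at half of the fitted maximal effect; % of control where 0% means no effect; nearly all actives have a fitted effect of over 45% in size; temperature-sensitive fusion mutants such as fzo1-1 at 37 °C on non-fermentable ethanol glycerol medium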
#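 Temperature-sensitive fusion-defective S. cerevisiae (e.g. fzo1-1, mgm1-5) were grown with compound in YPEG medium (3% ethanol, 3% glycerol) for 48 hours at 37C. Growth rescue was measured as viability by CellTiterGlo luminescence after 10 minutes at ambient.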
# ELG1 DNA repair: ELG1-dependent DNA repair inhibition | Potency, µM (series often up to 46.1 µM), inactives show top-dose activity change, negative = inhibition, usual class: inhibitors | HEK293T ELG1-luciferase reporter, luminescence, 16 h; DNA damage induced by 5-fluorouridine | 2.3% of 330,000 active; further: potency means the concentration at half of the fitted maximal effect; on the % scale 0 is the no-effect control and ±100 the full control effect; nearly all actives have a fitted effect of over 55% in size
#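 Overnight (16 hr) co-exposure of 2,000 cells/well to 5-fluorouridine and compound at 37 °C preceded detection. Luciferase was quantified via ONE-Glo luminescence; loss of signal denotes inhibition.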
# Active calls of the source: *; ? = inconclusive; · = no result given; [ ] = remark or other dose. Unless noted, the call rests on the fitted dose curve; in most records, active means well fitted curve in the direction sought with a large enough effect; inconclusive means small, poorly fitted or top-dose-only effect, or another doubt; inactive means no such curve, though single readings can be large; an effect the other way counts as inactive or inconclusive. These rows are one share of the data, so the mix of outcomes need not match the whole.
item	structure	VP16 counter	RORgamma inh	MBNL1 CUG block	Menin-MLL TR inh	KCNH2 3.1 inh	Rab9 promoter act	NPC1 promoter act	PKM2 activator	FLuc modulator	Mito fusion yeast	ELG1 DNA repair
1	O=C(O)c1cc(-c2ccc(Cl)s2)nc2ccccc12	-6%	?	113%[activator]	?	4	4%	1%	0%	15µM*	2%	?
2	COc1ccc([C@H]2CC(=O)C=C(c3ccc(C(F)(F)F)c(C(F)(F)F)c3)C2)cc1OC	·	·	·	·	-27	-2%	2%	·	-1%	-7%	?
3	CCCn1c(NC(=O)CN2C(=O)NC3(CCCC3)C2=O)nc2ccccc21	·	·	·	·	-4	-7%	0%	·	-3%	-10%	12%
4	COc1ccc(C(CNC(=O)c2ccc(Cl)c(S(=O)(=O)N3CCCC3)c2)N2CCCC2)cc1 (centres undefined)	·	·	·	·	-16	-8%	0%	·	·	1%	6%
5	CCOC(=O)C1CCN(Cc2ccc(F)c(F)c2)CC1	7%	-5%	-1%	1%	1	0%	0%	-3%	0%	0%	0%
6	CC(Sc1nnnn1-c1cccc(F)c1)C(=O)NC1CCCC1 (centres undefined)	·	·	·	·	13	-1%	0%	·	1%	7%	-8%
7	CSCC(C)N1CCC(Oc2cccc(C(=O)NCc3ccccn3)c2)CC1 (centres undefined)	-2%	-23%	-1%	3%	4	-1%	1%	-2%	4%	-1%	-1%
8	CCN1CCN(c2nc(C)c3c(n2)CC(C)CC3=O)CC1 (centres undefined)	-5%	-14%	4%	2%	1	-8%	-2%	0%	-2%	0%	13%
9	COc1ccc(NC(=O)CCN2CCCC2)c(OC)c1	23%	?	1%	-13%	2	1%	-5%	6%	-2%	-3%	0%
10	O=C(Nc1ccc(Cl)cc1)N1N=CCC1c1ccccc1 (centres undefined)	?	24%	1%	·	8	-1%	1%	-4%	?	6%	11%
11	CC1CCCC(C)N1CC(O)COC1CCC(C(C)(C)C)CC1 (centres undefined)	-1%	-6%	2%	-18%	8	-5%	-2%	2%	-4%	11%	?
12	COc1ccc(N2CCN(C3CCCN(Cc4cccc(OC)c4)C3)CC2)cc1 (centres undefined)	1%	-11%	-6%	-8%	-15	-4%	8%	-2%	4%	-1%	-16%
13	CC1Cc2ccccc2N1CC(=O)Nc1ccc(S(=O)(=O)N(C)C)cc1 (centres undefined)	0%	-33%	11%	·	7	3%	0%	-5%	1%	-3%	?
14	CCN(CC(=O)Nc1ccccc1C(F)(F)F)C(=O)c1ccccc1Sc1ccccc1C#N	·	·	·	·	10	-4%	2%	·	0%	13%	?
15	CN(C)CCNC(NC(=O)c1cccs1)C(Cl)(Cl)Cl (centres undefined)	-3%	-18%	-3%	1%	6	-2%	-2%	-7%	-1%	-9%	4%
16	COC(=O)Cc1[nH]c(=O)[nH]c1C(=O)OC	-7%	-4%	2%	·	5	-4%	-6%	-5%	-1%	-2%	0%
17	CCSc1nnc(-c2cc3c(s2)-c2ccccc2CC3)o1	2.5µM*	1µM*	-1%	-2%	-3	25%	7%	-3%	11µM*	-17%	?
18	C/C(CC(=O)Nc1ccc2c(c1)OCO2)=N\NC(=O)c1ccc(N)cc1	1%	11%	-6%	·	13	9%	9%	0%	?	-14%	-6%
19	CC(=O)N(/N=C/c1ccc([N+](=O)[O-])o1)c1nc2ccccc2c(=O)n1-c1ccccc1	-11%	-8%	?	·	0	-1%	-4%	-1%	5%	7%	9%
20	O=C(COc1ccc(S(=O)(=O)N2CCOCC2)cc1)N1CCc2ccccc2C1	-18%	26%	-14%	·	4	-5%	-3%	8%	5%	5%	2%
21	O=C(NCCCN1CCOCC1)c1cc(-c2ccc(Cl)cc2)on1	-22%	11µM*	-9%	-7%	0	-7%	-12%	0%	?	-2%	-16%
22	COc1ccccc1OCCn1c(CO)nc2ccccc21	-1%	6%	-16%	-8%	12	0%	17%	-2%	-16%	1%	1%
23	COC(=O)Cn1c(CN(C)Cc2ccccc2)nc2c1c(=O)n(C)c(=O)n2C	13µM*	?	-1%	-19%	3	-9%	-4%	-10%	-2%	1%	-12%
24	O=[N+]([O-])c1ccc(NC(=S)N/C(=N/CS(=O)(=O)c2ccccc2)c2ccccc2)cc1	-8%	-34%	?	20%	13	-1%	4%	-10%	?	1%	?
25	Cc1ccc(NC(=S)N2CCC(N(C)CC3CCCO3)CC2)c(C)c1 (centres undefined)	-4%	3%	-1%	5%	-15	0%	2%	4%	1%	0%	9%
26	CCCOc1ccc(C(CC(=O)O)NC(=O)Cc2ccccc2)cc1 (centres undefined)	1%	2%	1%	14%	26	-2%	1%	·	-2%	1%	2%
27	COc1ccc(C(=O)NCc2nnc(SCC(=O)Nc3ccccc3OC)o2)cc1	0%	0%	-3%	·	-3	0%	2%	·	-17%	0%	-2%
28	CCn1c(CCNC(=O)c2ccco2)nc2ccccc21	-5%	22%	-4%	-8%	-3	0%	2%	-1%	1%	0%	3%
29	CCN=c1sc2ccccc2n1CC(O)COc1ccccc1 (centres undefined)	-5%	-33%	-2%	3%	6	-4%	-2%	9%	-2%	9%	-18%
30	Cc1cccc(N2CC(C(=O)Nc3nnc(SCC(=O)Nc4cc(C)on4)s3)CC2=O)c1 (centres undefined)	-11%	19%	·	-6%	-5	-6%	-3%	-2%	7%	-6%	1%
31	COC(=O)CNC(=O)c1cn(-c2ccc(C)c(C)c2)c(=O)c2ccccc12	-4%	14%	-4%	0%	5	1%	2%	·	4%	9%	5%
32	CCN(CC)CCNC(=O)C(=O)NCC1OCCN1S(=O)(=O)c1ccc(Cl)cc1 (centres undefined)	-4%	-13%	-2%	3%	-9	7%	2%	-5%	5%	2%	18%
33	Cc1cc(C)c2c(n1)SCC(=O)N2CC(=O)NCCC1=CCCCC1	2%	-10%	-2%	14%	3	-1%	-1%	-10%	-1%	-2%	1%
34	COc1ccccc1OCC(=O)Nc1nonc1NC(=O)COc1ccccc1OC	-12%	8%	15%	-4%	6	-5%	0%	-1%	-7%	0%	1%
35	O=C1CSC(=Nc2cc(Cl)ccc2Cl)N1	-6%	-1%	0%	15%	13	1%	-3%	6%	-3%	4%	25%
36	Cc1cc(=O)oc2cc(OCC(=O)NCCCN3CCOCC3)c(Cl)cc12	-3%	-13%	-3%	-5%	-1	0%	3%	·	-1%	10%	11%
37	O=C(O)c1ccccc1-c1ccc(/C=c2\sc3nc4cc(Br)cnc4n3c2=O)o1	-2%	-13%	?	9%	8	-2%	0%	-2%	-16%	1%	13%
38	CCCc1nc(N)c(C#N)c(-c2ccco2)c1CC	3%	-32%	27%	-15%	-5	4%	-1%	8%	10%	10%	-8%
39	N=c1sccn1CC(=O)Nc1ccccc1-c1ccccc1	3%	?	?	?	10	-2%	5%	-23%	3%	-3%	0%
40	NC(=O)CC(NC(=O)Cc1ccc(Cl)cc1)c1ccc(NC2CCCCCCC2)c([N+](=O)[O-])c1 (centres undefined)	-13%	34%	0%	16%	-7	-2%	-3%	0%	-1%	-2%	-8%

# Quoted at random: 3 compounds from above.
item	structure	VP16 counter	RORgamma inh	MBNL1 CUG block	Menin-MLL TR inh	KCNH2 3.1 inh	Rab9 promoter act	NPC1 promoter act	PKM2 activator	FLuc modulator	Mito fusion yeast	ELG1 DNA repair
17	CCSc1nnc(-c2cc3c(s2)-c2ccccc2CC3)o1	2.5µM*	1µM*	-1%	-2%	-3	25%	7%	-3%	11µM*	-17%	?
22	COc1ccccc1OCCn1c(CO)nc2ccccc21	-1%	6%	-16%	-8%	12	0%	17%	-2%	-16%	1%	1%
39	N=c1sccn1CC(=O)Nc1ccccc1-c1ccccc1	3%	?	?	?	10	-2%	5%	-23%	3%	-3%	0%
